# From PubChem BioAssay
# OPRM1-OPRD1 inv = mu-delta opioid heterodimer inverse agonism; P35372+P41143; cell-based MOR-DOR heterodimer luminescence; inhibition, % at 9.3 µM; 340,000 compounds, 0.21% hits; AID 504357; in the data active = inhibition above about 22%, passing the limit was not always enough;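 also: 0% = cells with DMSO and 100% = wells without cells with DMSO; values of inactives mirror those of a sister screen read the other way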
# HTR5A inv ctr = HTR5A inverse agonism, opioid heterodimer counter-screen. inhibition, % at 9.3 µM. 340,000 compounds, 0.083% hits. HTR5A cell line, luminescence; in the data active = inhibition mostly above about 23%, no sharp cut-off; inactive = mostly below about 18%;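 also: 0% = cells with DMSO and 100% = no-cell wells with DMSO; some compounds called inactive have numbers as strong as hits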
# Target sequence (P47898 whole entry, looked up): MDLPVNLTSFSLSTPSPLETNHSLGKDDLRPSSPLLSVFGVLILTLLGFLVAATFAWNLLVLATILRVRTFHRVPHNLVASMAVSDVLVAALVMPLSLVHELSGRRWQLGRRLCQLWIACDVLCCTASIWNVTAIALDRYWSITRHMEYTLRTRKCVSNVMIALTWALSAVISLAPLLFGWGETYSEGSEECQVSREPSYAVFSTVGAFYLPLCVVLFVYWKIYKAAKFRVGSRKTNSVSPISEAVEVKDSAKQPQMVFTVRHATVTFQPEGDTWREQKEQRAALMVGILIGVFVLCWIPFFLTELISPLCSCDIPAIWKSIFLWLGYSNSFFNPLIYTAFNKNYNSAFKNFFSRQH
# DAGLB inh = diacylglycerol lipase beta (human) inhibition | AID 504411 | inhibition, % at 5.17 µM | Q8NCG7 | 340,000 compounds, 0.059% hits | HEK293T DAGLB membrane lysate, EnzChek fluorogenic substrate; in the data active = inhibition above about 34%;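 also: 0% = enzyme with vehicle and 100% = wells lacking enzyme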
# HTR5A ag ctr = activates human HTR5A in OPRM1-OPRD1 agonist counter-screen; AID 504692; activation, % at 9.3 µM; HTR5A agonist assay, luminescence, cell-based; 340,000 compounds, 0.61% hits; in the data active = activation mostly above about 9.5%, no sharp cut-off; inactive = mostly below about 7.6%;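 also: 0% = cells with vehicle only and 100% = reference agonist; strong numbers were not always called active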
# V-ATPase pH = regulators of yeast V-ATPase proton transport; S. cerevisiae, pHLuorin cytosolic pH fluorescence; response, % at 10 µM; 350,000 compounds, 0.37% hits; AID 504577; in the data active = response mostly above about 7.3%, no sharp cut-off; inactive = mostly below about 5.4%; also: actives read high; inactives centre near 0; some compounds called inactive have numbers as strong as hits; reference of the scale not given here
# DSG3 Ab inh = blocks pemphigus antibody binding to human desmoglein-3; P32926; binding (percent of control), % at 10 µM; DSG3-coupled beads, scFv-anti-DSG3-GFP binding, flow cytometry; hits give low values; 310,000 compounds, 0.48% hits;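 active = binding more than 3 SD below its plate's average and above zero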;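 also: hits lower antibody fragment binding to DSG3; some compounds called inactive have numbers as strong as hits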
# PKA-R2B act = activators of human PKA-R2B complex | P22694+P31323 | PKA-R2B holoenzyme dissociation, Cy5-IP20 fluorescence polarization; R2B truncated from residue 108, S112A mutant; 0% DMSO only, 100% 113 µM cGMP | activation, % at 11.4 µM | 340,000 compounds, 0.079% hits | AID 504700;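 active = activation above a cutoff set at the mean over all compounds plus 3 SD, cut at about 18% in these data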;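 also: higher means more holoenzyme dissociation and a rise in polarization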
# Target sequence (P31323 whole entry, looked up, other chains not shown, the tested form may be a part): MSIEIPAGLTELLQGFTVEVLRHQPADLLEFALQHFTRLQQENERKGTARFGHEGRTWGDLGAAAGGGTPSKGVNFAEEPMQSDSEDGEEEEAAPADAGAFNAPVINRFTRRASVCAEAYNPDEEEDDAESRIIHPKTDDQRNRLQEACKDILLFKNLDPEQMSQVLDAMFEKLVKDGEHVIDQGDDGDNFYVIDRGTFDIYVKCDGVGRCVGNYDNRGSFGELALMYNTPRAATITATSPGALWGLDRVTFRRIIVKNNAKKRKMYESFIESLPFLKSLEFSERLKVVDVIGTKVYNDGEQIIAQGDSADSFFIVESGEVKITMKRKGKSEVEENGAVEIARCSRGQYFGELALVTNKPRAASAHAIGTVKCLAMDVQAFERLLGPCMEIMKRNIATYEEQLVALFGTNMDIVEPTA
# PKA-R1A act = activators of PKA-R1A complex | PKA-R1A dissociation, Cy5-IP20 fluorescence polarization; scaled: DMSO 0%, 113 µM cGMP 100% | activation, % at 11.4 µM | AID 504707 | 340,000 compounds, 0.083% hits | P00514+P68181;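 active = percent activation above the mean of all tested compounds plus 3 SD, cut at about 19% in these data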;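 also: higher means more PKAc released from R1A so a rise in polarization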
# Arrestin-AP2 inh = inhibitors of human beta-arrestin and AP2 interaction; FITC-arrestin peptide / GST-AP2 beads, flow cytometry; AP2 beta2 appendage carries R879A mutation; inhibition, % at 10 µM; 340,000 compounds, 0.31% hits;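 active = inhibition above a set limit, near 3 SD of compounds lacking own fluorescence, cut at about 54% in these data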;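 also: plate controls were DMSO wells for no effect and 5 µM unlabelled arrestin peptide for full effect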
#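 Assay system: GST-AP2 R879A bound to glutathione beads, E. coli-expressed; Medium: PBS with 0.05% Tween 20 and 0.1% BSA; Also added: fluorescein-tagged arrestin peptide at 50 nM final; Timing: 12 min plus 1 h, RT; Measured by: flow cytometry, FL1 (488/535 nm); Evaluation: percent drop in bead-associated FITC signal.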
# OPRM1-OPRD1 ag = OPRM1-OPRD1 heterodimerization agonism; P35372+P41143; cells, luminescence; activation, % at 9.3 µM; 340,000 compounds, 0.3% hits; AID 504326; in the data active = activation above about 18%;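 also: 0% = vehicle-treated cells and 100% = reference agonist; values of inactives mirror those of a sister screen read the other way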
# * marks the source's active call; other numbers are inactive results; nt = not tested or not shown. Rows were taken by chance. Share with any hit: about 2.4%.
SMILES,OPRM1-OPRD1 inv,HTR5A inv ctr,DAGLB inh,HTR5A ag ctr,V-ATPase pH,DSG3 Ab inh,PKA-R2B act,PKA-R1A act,Arrestin-AP2 inh,OPRM1-OPRD1 ag
CCOC(=O)c1ccc(NC(=O)CS(=O)(=O)c2cn(CC)c3ccccc23)cc1,-4,0,-4,-2,0,nt,-1,1,16,0.7
COCCCNS(=O)(=O)c1ccc2[nH]c(=O)[nH]c2c1,12,4,1,-1,0,100,-3,-10,-8,-2.2
CS(=O)(=O)c1ccc(NC(=O)c2ccc3c(c2)S(=O)(=O)N=C2CCCCCN23)cc1,14,13,0,-3,-4,100,1,-5,-8,-2.9
Cc1cc(C)c(C(=O)Nc2cccc(F)c2)c(Cl)n1,-2,8,0,-3,-1,98,-2,0,-21,0.5
CCCCn1nnnc1NCc1ccc(C)cc1,1,3,-3,-1,0,101,-5,6,21,-0.2
COc1cc(CO)cc(Br)c1OCC(=O)N1CCCCC1,7,8,0,-3,4,103,1,2,13,-1.3
CC(=O)N1CCN(C(=O)c2cc(S(=O)(=O)N(C)Cc3ccccc3)ccc2Cl)CC1,14,14,-3,-5,-1,104,5,-1,-1,-2.3
COc1ccc(NC(=O)N(C)C[C@H]2Oc3ccc(NS(=O)(=O)c4cn(C)cn4)cc3C(=O)N([C@H](C)CO)C[C@@H]2C)cc1,12,4,-1,-1,-1,93,3,1,-2,-2.5
CCn1cnc2sc(-c3ccccc3)cc2c1=O,0,4,-1,-1,-1,98,-2,0,11,0.1
Cc1ccc(Cn2c(CN3CCOCC3)nc3c2c(=O)[nH]c(=O)n3C)cc1,3,-8,2,-3,5,99,-6,0,-1,-0.6
C/C(N)=C(/C#N)C(=O)COC(=O)CCCNC(=O)c1ccc(Cl)cc1,10,-3,-1,1,2,95,2,10,-13,-2.0
CCOC(=O)c1ccc(NC(=O)Cn2nnc(-c3ccc(F)cc3)n2)cc1,-25,2,-7,-1,2,105,4,-5,27,4.7
COc1ccc(N2C(S)=C(C#N)C(=O)NC2c2ccco2)cc1 (configuration not stated),-10,-3,0,1,-1,96,-8,-16,-3,1.9
CC(C)=CC(=O)Nc1ccccc1C(N)=O,19,13,1,4,-3,nt,-1,-10,-23,-4.0
Cc1ccc(C(=O)C[n+]2cc(Br)cc(Br)c2)cc1,14,3,3,6,3,105,-3,1,29,-2.9
NS(=O)(=O)c1ccc(CCNC(=O)/C=C/c2ccc(S(=O)(=O)N3CCOCC3)cc2)cc1,-2,-14,2,4,-2,99,-1,-14,6,0.3
O=C(/C=C\c1cn(-c2ccccc2)nc1-c1cccs1)N1CCOCC1,-12,5,-5,7,6,90,6,-11,0,2.0
O=C(Nc1ccccc1C(=O)N1CCCCC1)c1ccc(Cl)cc1Cl,-10,-8,-1,3,-2,95,3,-8,-1,1.2
O=C(CN1CCCCC1)NC(=O)NCc1ccccc1,26,-11,-1,0,2,117,4,-8,1,-4.9
OC(COc1cccc(OCC(O)CN2CCCC2)c1)CN1CCCC1 (configuration not stated),20,12,-1,-1,0,120,-12,-1,-7,-3.5
C[C@H]1NC(=O)[C@]2(C)[C@@H](c3ccccc3)[C@H]3COc4ccccc4[C@H]3N2C1=O,9,-5,-6,1,5,108,5,-1,-2,-1.9
O=C1C2CC=CCC2C(=O)N1CC(=O)N(Cc1ccccc1)C1CCS(=O)(=O)C1 (configuration not stated),1,2,0,0,7,103,-6,2,-11,-0.1
CCC(=O)OCC(=O)Nc1cc(C)c(C)cc1[N+](=O)[O-],-12,7,-11,-3,0,97,-7,-5,3,1.7
Cc1nc2c(c(=O)c3ccccc3n2C)c(=O)n1C1CCCCCC1,18,0,0,7,0,nt,-2,-8,-17,-3.7
C[C@@H]1NC(=O)[C@@]2(C)[C@@H](c3ccccc3)[C@H]3COc4ccc(Cl)cc4[C@@H]3N2C1=O,-1,-11,-1,-2,0,102,-1,8,2,0.2
O=C1CSCN1c1ccc(Cl)c(Cl)c1,9,-11,-2,3,1,80,-9,-6,0,-1.4
O=C(CN1CCN(S(=O)(=O)N2CCCCCC2)CC1)Nc1ccc(F)cc1,6,13,1,0,-1,nt,-8,-4,-9,-0.9
COCC(=O)Nc1cc(Cl)ccc1C,7,-3,-2,1,-1,71,16,10,48,-1.4
Cc1cc(C(=O)Nc2cccc(S(=O)(=O)N3CCCCC3)c2)c2ccccc2n1,5,4,1,0,-1,86,3,12,-6,-1.2
COc1ccc(CN2CCC(=O)N([C@H](CO)c3ccccc3)CC2)cc1OC,-3,16,1,-3,-2,104,-10,4,7,0.5
O=c1[nH]c(C2CCN(S(=O)(=O)c3ccc(S(=O)(=O)NC4CC4)cc3)CC2)nc2c1nnn2Cc1cccc(F)c1,3,-3,4,4,-4,85,-2,1,-9,-0.5
Cc1ccc(OCC(=O)Nc2cccnc2Cl)cc1C,-9,-11,-17,-1,-5,120,2,3,2,1.1
COc1ccc(CN(C)S(=O)(=O)c2nnc(NC(=O)c3cccc(OC)c3)s2)cc1,7,-18,3,1,0,101,5,3,-11,-1.4
CCCCCNc1nc(NCCCO)c(C#N)c2c1CN(C)CC2,2,8,-1,-3,0,94,1,12,1,-0.4
CCOc1ncccc1C(=O)N1CCCSC1=Nc1ccc(C(C)=O)cc1,8,-17,-1,4,3,104,-10,0,-3,-1.7
CN1C(=O)/C(=C/c2ccccc2F)Sc2ccc(C(=O)NCC3CCCO3)cc21 (configuration not stated),-15,12,2,0,1,96,-10,-7,38,2.9
CCOc1ccc(/C=N\NC(=O)CC(=O)NCCc2ccccc2)cc1,12,28,-1,-8,0,101,-8,-1,-4,-2.5
O=C(NC1CCCc2c1cnn2-c1ccc(F)cc1F)c1cnccn1 (configuration not stated),7,-20,2,3,1,85,-1,-8,-3,-1.1
COc1ccc(C(=O)NCCc2c[nH]c3ccccc23)cc1[N+](=O)[O-],11,-23,4,6,3,96,3,-3,8,-2.4
Cc1ccc(C(OC(=O)c2ccco2)C(=O)NC2CCCCC2)cc1 (configuration not stated),7,-13,-3,5,3,nt,-8,-10,-11,-1.2
O=C(Oc1ccc(Br)cc1C(=S)N1CCOCC1)c1ccc([N+](=O)[O-])cc1[N+](=O)[O-],-46,8,1,5,4,100,9,-1,9,5.6
COc1cccc(/C=N/c2sc(Cc3ccccc3)c(C)c2C(N)=O)c1O,9,-12,1,0,-3,120,-1,5,-1,-1.7
Cc1ccc(NC(=O)c2ccco2)cc1C,6,15,2,2,0,95,2,0,5,-1.1
COc1ccc(-c2nnc(SCC3CCCO3)n2C)cc1 (configuration not stated),3,-11,0,4,-2,111,1,3,-19,-0.6
O=C(CCN1CCOCC1)N1c2ccccc2Sc2ccc(Cl)cc21,7,4,0,-1,-1,108,-4,4,0,-1.6
O=C(NCCCN1CCOCC1)c1ccc(CS(=O)(=O)c2c(Cl)cccc2Cl)o1,-2,9,0,-3,-3,107,5,-1,-7,0.4
CCCC1O[C@@H]2C[C@H]3[C@@H]4CCC5=CC(=O)C=C[C@]5(C)[C@H]4[C@@H](O)C[C@]3(C)[C@]2(C(=O)CO)O1 (some centres not stated),11,1,1,0,0,nt,12,-11,17,-2.0
O=C(CSc1nc(C2CC2)nc2ccccc12)Nc1cccc(O)c1,1,18,-6,-7,-3,92,4,4,10,-0.2
COc1ccc(CC(NC(C)=O)C(=O)NC2CCN(C(=O)c3ccc(OC)c(OC)c3)CC2)cc1OC (configuration not stated),5,-7,-2,11,-1,95,-6,-10,4,-0.9
O=C(Nc1ccnn1C1CCN(Cc2ccccc2OC(F)F)CC1)c1cccc(F)c1,2,6,-2,2,1,105,-1,1,-9,-0.3

# Grouped by structure: the entries above with an aryl thioether with sulfur outside any ring (two)
SMILES,OPRM1-OPRD1 inv,HTR5A inv ctr,DAGLB inh,HTR5A ag ctr,V-ATPase pH,DSG3 Ab inh,PKA-R2B act,PKA-R1A act,Arrestin-AP2 inh,OPRM1-OPRD1 ag
COc1ccc(-c2nnc(SCC3CCCO3)n2C)cc1 (configuration not stated),3,-11,0,4,-2,111,1,3,-19,-0.6
O=C(CSc1nc(C2CC2)nc2ccccc12)Nc1cccc(O)c1,1,18,-6,-7,-3,92,4,4,10,-0.2

# (continued)
SMILES,OPRM1-OPRD1 inv,HTR5A inv ctr,DAGLB inh,HTR5A ag ctr,V-ATPase pH,DSG3 Ab inh,PKA-R2B act,PKA-R1A act,Arrestin-AP2 inh,OPRM1-OPRD1 ag
COc1ccc(-c2cn3nc4c(nc3n2)CCCC4)cc1,-7,10,-3,0,-3,119,7,-5,2,1.6
C#CCNC(=O)C1=C[C@@H](c2ccc(C(F)(F)F)cc2)[C@H](CCCO)[C@@H](OCC)O1,-3,-26,0,9,-1,99,1,-2,7,0.6
CN(Cc1ccc(F)cc1)C(=O)c1cccc(OCc2ccccc2)c1,-14,-3,-6,1,3,99,-13,3,23,2.7
N#Cc1cccnc1N1CCN(C(=O)c2cccc3c2C(=O)c2ccc(-c4ccc(Cl)c(C(F)(F)F)c4)cc2S3(=O)=O)CC1,13,-12,5,4,-5,101,-8,1,8,-2.9
Cc1cccn2c(=O)c3cc(C(=O)NCCN4CCOCC4)n(C)c3nc12,4,-18,2,3,3,nt,1,5,1,-0.7
COc1ccc2[nH]c3c(NCCC4=CCCCC4)ncnc3c2c1,-33,34,2,0,6,111,5,4,3,6.8
COc1ccc(OCC(=O)Nc2nnc(C)s2)cc1,9,-11,2,5,0,103,3,0,8,-1.8
COc1ccc(Nc2nc3ccccc3nc2-n2nc(C)cc2C)cc1,5,4,-9,0,-1,102,-3,0,1,-1.1
O=C(NNS(=O)(=O)c1ccc(Cl)cc1)c1cccs1,3,16,2,2,-1,112,0,-9,14,-0.5
CC(C)(C)NC(=O)C(c1ccncc1)N(Cc1cccs1)C(=O)Cn1nnc(-c2ccc(F)cc2)n1 (configuration not stated),11,8,4,-1,1,109,1,-9,19,-2.3
COc1nc(N)nc(CC(=O)C2CC2)n1,8,-17,-2,4,2,108,0,-3,-12,-1.8
Clc1ccc(Cl)c(OCCCCN2CCCCC2)c1,6,-18,-2,5,-1,99,8,-2,-5,-1.3
CC(C)CNC(=O)C1CCN(S(=O)(=O)c2ccc(-n3cnnn3)cc2)CC1,5,-2,-9,0,-1,92,10,3,3,-0.8
Cc1c(C(=O)NN)sc(=S)n1C,1,-15,-4,6,2,nt,-3,3,-26,-0.1
CCOC(=O)Cc1csc(NC(=O)/C=C/c2ccc(Br)o2)n1,6,-14,7,5,-4,104,-8,-2,37,-1.1
CN(C)c1ccc(/C=C(\Cl)c2nc3ccccc3s2)cc1,7,28,-1,-4,1,129,1,-12,-1,-1.3
CCOC(=O)/C(=C\C=C1/Sc2ccccc2N1CC)C(C)=O,-1,-17,-37,3,-2,187,-15,-4,2,0.2
COCCNC(=O)CN(C(=O)CCC(=O)Nc1ccccn1)c1ccc(C)cc1,19,15,-1,-4,5,119,1,-6,-2,-3.9
O=C(NC(Cc1c[nH]c2ccccc12)C(=O)OCC(=O)c1cccc2ccccc12)c1cccs1 (configuration not stated),-3,20,-2,-3,-2,98,-2,-7,-143,0.7
